Screening data deposited in PubChem by National Center for Advancing Translational Sciences (NCATS).
TGFb SMAD3 inh = blocks TGF-b signaling; HepG2 CAGA-GFP TGF-b/SMAD3 reporter, GFP fluorescence, 18 h; TGF-beta stimulated, 500 pg/mL final; Potency, µM (doses to about 46.1 µM), for the others: at the highest dose activity, negative = inhibition, hits mostly inhibitors; actives 1.2% (n = 410,000); AID 588855; further: on the % scale 0 is the no-effect control and ±100 the full control effect; nearly all actives have a fitted effect of over 65% in size
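Smad-responsive CAGA-GFP expression was quantified in HEPG2 cells exposed to compounds and 500 pg/mL final TGF-beta for 18 h at 37 degrees C; unstimulated wells defined full inhibition.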
MCF10A rerep = DNA re-replication induction in MCF 10a cells. MCF 10A DNA re-replication, Hoechst nuclear intensity, 48 h. Potency, µM (series often up to 46.1 µM), for the others: at the top dose activity, positive = re-replication, most hits filed as activators. actives 2.9% (n = 350,000); further: % of control where 0% means no effect; nearly all actives have a fitted effect of over 50% in size
A549 viability = kills or reduces viability of A549 cells in Nrf2 counter-screen; Potency, µM (top dose mostly 46 µM), inactives show at the highest dose activity change, negative = cytotoxicity, actives largely listed as inhibitors; AID 504648; A549 ARE-Fluc cells, CellTiter-Fluor viability, 18-24 h; actives 0.16% (n = 390,000); further: on the % scale 0 is the no-effect control and ±100 the full control effect
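A549 ARE-Fluc cells in 5% FBS OPTI-MEM, 5000 cells/well, rested 2 h then exposed to compounds in concentration-response for 18-24 h at 37 °C. Viability by CellTiter-Fluor fluorescence (Ex 405/Em 525) after 30 min; luciferase luminescence (BugLite, 15 min, RT) read afterwards.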
HepG2 viability = counter-screen for TGF-b inhibitors: cytotoxicity in HepG2 cells; Potency, µM (doses to about 46.1 µM), for the others: at the top dose activity change, negative = cytotoxicity, actives largely listed as cytotoxic; AID 588856; HepG2 CAGA-GFP viability, ATP luminescence, 18 h; actives 0.76% (n = 410,000); further: some results filed as inactive show a strong effect at the top dose
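CellTiter-Glo luminescence gave cytotoxicity after 18 hours at 37 degrees C. The cells were HepG2 CAGA-GFP in 1% FBS DMEM, stimulated with 500 pg/mL TGF-beta after compound addition. %Activity was normalised to no-cell wells (complete cell-killing) and DMSO (no toxicity), and curves were fitted and classified.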
Nrf2 block = blocks Nrf2 signaling | A549 ARE-Fluc reporter, luciferase luminescence, 18-24 h | actives 2.1% (n = 360,000) | Potency, µM (highest dose often 46 µM), inactives show top-dose activity change, negative = inhibition, actives largely listed as inhibitors; further: on the % scale 0 is the no-effect control and ±100 the full control effect; nearly all actives have a fitted effect of over 60% in size
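Reporter: ARE-Fluc in A549. Exposure: 18-24 h, 37 °C, 5% CO2, 5% FBS OPTI-MEM. Readouts: fluorescent cytotoxicity (CellTiter-Fluor), then luminescent Nrf2 signal after BugLite.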
ATXN2 expr inh = ATXN2 expression inhibition; Potency, µM (top dose mostly 57 µM), for inactives: at the highest dose activity change, negative = inhibition, usual class: inhibitors; actives 0.72% (n = 360,000); HEK-293 ATXN2-luciferase reporter, luminescence, 24 h; further: on the % scale 0 is the no-effect control and ±100 the full control effect; nearly all actives have a fitted effect of over 55% in size
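ATXN2-luciferase reporter cells (luciferase flanked by upstream and downstream ATXN2 gene portions) were treated 24 h at 37 °C with compounds at up to 57 uM. SteadyGlo luminescence gave expression; GF-AFC fluorescence gave viability.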
ATXN viability = cell viability loss in ATXN counter-screen | S2 cells (HEK-293 line with an ATXN2-luciferase reporter) viability, CellTiter-Fluor protease fluorescence, 24 h | Potency, µM (series often up to 56.7 µM), usual class: cytotoxic | actives 0.49% (n = 400,000); further: nearly all actives have a fitted effect of over 40% in size
EPAC2 antagonist = EPAC2 (human) antagonism | AID 720708 | Potency, µM (series often up to 114 µM), inactives show top-dose activity, negative = inhibition, hits mostly inhibitors | Q8WZA2 | actives 0.18% (n = 360,000) | EPAC2 GEF exchange of Rap1B-BODIPY-GDP, fluorescence; further: on the % scale 0 is the no-effect control and ±100 the full control effect; nearly all actives have a fitted effect of over 45% in size; many of its hits are not listed in these tables
Target sequence (Q8WZA2 whole entry, looked up): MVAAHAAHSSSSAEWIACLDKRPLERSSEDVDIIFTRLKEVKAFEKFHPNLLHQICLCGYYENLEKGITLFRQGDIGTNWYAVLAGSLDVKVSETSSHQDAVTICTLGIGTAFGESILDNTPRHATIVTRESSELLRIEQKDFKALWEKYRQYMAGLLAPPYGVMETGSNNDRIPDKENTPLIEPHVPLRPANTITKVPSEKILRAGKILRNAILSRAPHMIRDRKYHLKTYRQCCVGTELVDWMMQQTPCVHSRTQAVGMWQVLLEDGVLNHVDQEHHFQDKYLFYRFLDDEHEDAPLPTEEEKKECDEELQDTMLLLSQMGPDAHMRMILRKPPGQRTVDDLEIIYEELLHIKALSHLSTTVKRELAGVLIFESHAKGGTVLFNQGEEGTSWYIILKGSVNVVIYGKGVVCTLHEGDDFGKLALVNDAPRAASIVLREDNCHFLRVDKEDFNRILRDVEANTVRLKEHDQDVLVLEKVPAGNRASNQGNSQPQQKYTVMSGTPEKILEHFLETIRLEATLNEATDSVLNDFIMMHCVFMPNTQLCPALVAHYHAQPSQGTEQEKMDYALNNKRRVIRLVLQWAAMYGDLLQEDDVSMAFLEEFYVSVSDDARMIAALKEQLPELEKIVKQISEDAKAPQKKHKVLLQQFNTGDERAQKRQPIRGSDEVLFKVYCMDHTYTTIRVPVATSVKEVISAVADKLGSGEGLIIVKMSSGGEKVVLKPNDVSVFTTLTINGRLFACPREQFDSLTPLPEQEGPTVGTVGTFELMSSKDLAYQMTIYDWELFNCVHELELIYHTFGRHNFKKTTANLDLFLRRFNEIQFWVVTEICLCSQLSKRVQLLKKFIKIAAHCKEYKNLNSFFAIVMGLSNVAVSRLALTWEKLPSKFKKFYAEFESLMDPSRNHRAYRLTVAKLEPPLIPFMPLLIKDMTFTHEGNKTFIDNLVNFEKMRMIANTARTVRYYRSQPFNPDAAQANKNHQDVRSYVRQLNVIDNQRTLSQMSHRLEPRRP
Nrf2 activator = activates Nrf2 signaling. actives 0.31% (n = 410,000). AREc32 ARE-luciferase reporter (MCF7-derived line), luminescence, 24 h. Potency, µM (top dose mostly 46.1 µM), inactives show top-dose activation, usual class: activators; further: % of control where 0% means no effect; nearly all actives have a fitted effect of over 65% in size
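AREc32_Fluc, 1000 cells/well, OPTI-MEM + 5% FBS, o/n 37 deg C 5% CO2; 23 nL cpd by pin tool, 24 hr; Steady-Glo 30 min RT, luminescence.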
* marks the source's active call; other numbers are inactive results; i = inactive; u = inconclusive; x = not tested or not shown; & = joins results of further samples; [ ] = dose if it differs, or a comment. The call rests on the fitted dose curve; in most records, active means well fitted curve in the direction sought with a large enough effect; inconclusive means small, poorly fitted or top-dose-only effect, or another doubt; inactive means no such curve, though single readings can be large; an effect the other way counts as inactive or inconclusive. Potency means the concentration at half of the fitted maximal effect. This is a subset; rates above refer to the full screens.

SMILES	TGFb SMAD3 inh	MCF10A rerep	A549 viability	HepG2 viability	Nrf2 block	ATXN2 expr inh	ATXN viability	EPAC2 antagonist	Nrf2 activator
O=C(CCC(=O)n1ncc2ccccc21)N1CCCCC1	5%	-1%	-9%	-23%	16%	-24%	i	7%	0.6%
[2H]c1c([2H])c([2H])c(C(=O)c2sc(N3CCCCCC3)nc2-c2ccccc2)c([2H])c1[2H]	14µM*	9.2µM*	-3%	3%	x	2%	i	-1%	-0.5%
Cc1ccccc1NS(=O)(=O)c1cc2c3c(c1)CC(=O)N3CCC2	-3%	0%	-7%	2%	-13%	-7%	u	-4%	0.4%
O=C(NC1CC1)c1ccc(-c2nc3ccccc3s2)s1	-3%	1%	-1%	-45%	u	u	i	0%	-1.1%
CC(=O)c1ccccc1NC(=O)CSCc1nc2sc(C)c(C)c2c(=O)[nH]1	1%	3%	-8%	14%	8%	1%	i	19%	0.2%
CSc1ccc(-c2c(C#N)c(N)nc3c2c(C)nn3-c2ccccc2)cc1	-4%	16%	-18%	-38%	u	-5%	i	8%	2.5%
COC(=O)c1ccc(CNC(=O)/C=C/c2cc([N+](=O)[O-])ccc2OC(F)F)cc1	12%	0%	-2%	2%	1%	x	x	-13%	0.2%
COC(=O)c1ccc2nc(-c3ccc(S(C)(=O)=O)cc3)cn2c1	-22%	-3%	5%	-7%	u	11%	i	14%	0.5%
COC(=O)CCC(=O)Nc1ccc(OC)cc1	15%	-2%	-4%	54%	x	3%	i	-2%	-0.8%
COc1cc2c(cc1Cl)/C(=C\CCN(C)C)c1ccccc1S2	u	u	u	-102%	-2%	-37%	u	-9%	u
CCC(=O)Nc1nnc(CCc2ccccc2)s1	25%	1%	-5%	-1%	-4%	7%	i	2%	4.2%
CC12CCC(=O)N1C(C(=O)NCc1ccccc1F)CS2 (configuration not stated)	-7%	-1%	5%	2%	14%	-3%	i	7%	0.0%
CCC(=O)N1Cc2cc(C(=O)NCc3cccc(F)c3)nc(-c3cccc(C4=CCCC4)c3)c2[C@H]1CCO	x	x	x	x	x	-36%	u	5%	6.3%
CCc1ccc(S(=O)(=O)Nc2c(NC3CCCCC3)c3ccccc3oc2=O)cc1	16µM*	12%	-18%	-25%	26µM*	-12%	i	-16%	-0.5%
O=C(Cn1c(=O)c2ccccc2n(CC(=O)Nc2ccc(Cl)cc2)c1=O)NCCc1ccccc1	u	x	u	-5%	x	x	x	x	0.9%
COc1ccc(CCNC(=O)CNC(=O)N2CC(=O)Nc3ccccc32)cc1OC	-5%	x	x	14%	x	x	u	11%	5.3%
Cc1ccc(CCNC(=O)CN2CCN(Cc3ccc(Cl)cc3)C2=O)cc1	u	x	2%	-2%	14%	-16%	u	x	-0.7%
CCc1ccccc1NC(=O)CN(c1cc(C(F)(F)F)ccc1Cl)S(=O)(=O)c1ccccc1	u	x	13%	-31%	u	-13%	i	x	3.0%
CSc1nc(Oc2ccccc2)c2sccc2n1	8%	u	2%	0%	-17%	-17%	i	-6%	5.2%
CC1=NN(C(N)=S)C(=O)C1N=Nc1c(Cl)cc([N+](=O)[O-])cc1Cl (configuration not stated)	u	19%	u	-35%	u	x	u	-16%	7.6%
CCCc1cc(=S)n2c([nH]c3ccccc32)c1C#N	u	u	-3%	-25%	u	-26%	i	-22%	0.6%
O=C(c1cccc(S(=O)(=O)N2CCCCCC2)c1)N1CCN(Cc2ccccc2)CC1	-26%	18%	7%	-20%	u	-14%	i	-4%	-0.6%
O=C(O)Cn1cc(C(=O)C(F)(F)F)c2ccccc21	12%	11%	-7%	2%	27%	2%	i	12%	1.0%
COc1cc(OC)c(OC)cc1CNC(=O)c1cc(S(=O)(=O)N(C)c2ccccc2OC)ccc1C	u	2%	-4%	-35%	u	-19%	i	-1%	-0.3%

Of the compounds above, 4 have an aryl methoxy group:
SMILES	TGFb SMAD3 inh	MCF10A rerep	A549 viability	HepG2 viability	Nrf2 block	ATXN2 expr inh	ATXN viability	EPAC2 antagonist	Nrf2 activator
COC(=O)CCC(=O)Nc1ccc(OC)cc1	15%	-2%	-4%	54%	x	3%	i	-2%	-0.8%
COc1cc2c(cc1Cl)/C(=C\CCN(C)C)c1ccccc1S2	u	u	u	-102%	-2%	-37%	u	-9%	u
COc1ccc(CCNC(=O)CNC(=O)N2CC(=O)Nc3ccccc32)cc1OC	-5%	x	x	14%	x	x	u	11%	5.3%
COc1cc(OC)c(OC)cc1CNC(=O)c1cc(S(=O)(=O)N(C)c2ccccc2OC)ccc1C	u	2%	-4%	-35%	u	-19%	i	-1%	-0.3%

(listing goes on)
SMILES	TGFb SMAD3 inh	MCF10A rerep	A549 viability	HepG2 viability	Nrf2 block	ATXN2 expr inh	ATXN viability	EPAC2 antagonist	Nrf2 activator
COc1cccc(NC(=O)CN(C)C(=O)C(Sc2ccccc2)c2ccccc2)c1 (configuration not stated)	-30%	1%	u	-5%	u	-12%	i	-7%	2.3%
CC(C)(C)SCCNS(=O)(=O)c1ccccc1	-6%	-7%	7%	-8%	u	-1%	i	-2%	-0.7%
CCOc1ccc2ccccc2c1CNCCc1ccc(S(N)(=O)=O)cc1	u	4%	-24%	-37%	12%	x	i	8%	1.5%
Cc1cc(C)c(C(=O)NC2CC(C)(C)Cc3c2cnn3-c2ccccc2)o1 (configuration not stated)	8%	11%	-1%	-1%	-6%	-14%	i	-19%	2.1%
Cc1ccc(-c2csc(N3CCN(c4cc5c(cc4Cl)nc(-c4ccncc4)n5CCN4CCCCC4)CC3)n2)cc1	u	-4%	-2%	-25%	-5%	-28%	i	0%	3.7%
Cc1cc(NC(=O)c2sccc2C)n(-c2nc3ccccc3[nH]2)n1	u	u	-8%	-15%	u	u	u	-5%	6.9%
COc1ccc2nc(NCc3ccccc3)[nH]c2c1	-13%	18µM*	u	-17%	6%	23%	i	1%	1.9%
COc1ccc(CC(NC(C)=O)C(=O)NC2CCN(C(=O)NCc3ccccc3)CC2)cc1 (configuration not stated)	-5%	-21%	7%	-6%	x	27%	i	-7%	-0.8%
COc1cc(OC)cc(C(=O)Nc2ccc(S(=O)(=O)Nc3nc(C)cc(C)n3)cc2)c1	9%	12%	7%	-22%	-19%	-22%	i	-7%	2.1%
O=C(NCCN1CCN(c2cccc(Cl)c2)CC1)Nc1ccccc1	u	-16%	8%&3%	-9%&-34%	2%&1%	-29%	i	-14%	4.8%&3.1%
CC(=O)N1CC[n+]2c(-c3ccc([N+](=O)[O-])cc3)csc21	6%	7%	-12%	1%	10%	-8%	u	4%	8.6%
O=C(Nc1c(C(=O)c2ccccc2)oc2ccccc12)c1ccc(F)cc1	-5%	x	-3%	-1%	u	-5%	i	x	0.1%
O=C(c1cnn(-c2ccc(F)cc2)c1-n1cccc1)N1CCN(c2ccc(F)cc2)CC1	6%	x	1%	0%	u	-6%	i	x	-0.6%
CC1Cc2ccccc2N1C(=O)CSc1nccc(=O)[nH]1 (configuration not stated)	6%	6%	2%	3%	1%	-19%	u	6%	-0.4%
COc1ccc(C2=C(Nc3ccc(C)cc3C)c3ccccc3C2=O)cc1	-4%	x	-9%	-32%	5%	0%	u	x	6.8%
COc1ccc(C(=O)/C=C/c2ccccc2)c(O)c1	u	u	3%	-56%	-12%	-30%	u	-17%	u
CCOC(=O)/C(C#N)=C\N(C)C	-1%	5%	4%	13%	19%	1%	i	8%	-0.3%
COc1ccc(OC)c(S(=O)(=O)N/N=C\c2ccc3c(c2)OCO3)c1	-13%	8%	3%	-5%	u	17%	i	-1%	0.2%
O=C(CCCOc1ccccc1)Nc1cccc([N+](=O)[O-])c1	u	u	1%	3%	-1%	-10%	i	-11%	1.9%
CCOCCn1c(C)c(C(=O)OCC)c2cc(O)c3ccccc3c21	-11%	14%	7%	1%	9%	-11%	i	-3%	3.2%
Cc1cccc(C(=O)Nc2ccc3c(c2)ncn3C)c1	2%	-1%	0%	-6%	u	11%	i	-1%	-0.5%
O=C(Nc1ccccc1F)c1ccc2c(c1)OCO2	15%	0%	-3%	-17%	u	22%	i	3%	-0.5%
COc1ccc(NC(=O)C2=C(C)Nc3nc(SCc4ccc(C)cc4C)nn3C2c2cccc(OC)c2OC)cc1 (configuration not stated)	-7%	x	-4%	1%	13%	5%	i	x	5.4%
CC(OC(=O)c1ccc(S(=O)(=O)N(C)C)cc1)C(=O)Nc1ccc(Cl)cn1 (configuration not stated)	-1%	14%	0%	0%	7%	20%	i	1%	-0.2%
CCOC(=O)CNC(=O)CSc1ncccc1-c1nc2ccccc2[nH]1	0%	4%	4%	3%	u	-1%	i	-5%	0.1%
CC(=O)Nc1ccc(S(=O)(=O)NCCC(=O)OCc2ccc([N+](=O)[O-])cc2)cc1	-1%	0%	-1%	0%	6%	4%	u	11%	0.4%
OCCOCCNc1ncnc2c1cnn2-c1ccccc1	13%	6%	0%	2%	17%	39%[activator]	i	11%	0.9%
CC(Sc1nnc(COc2ccc(Cl)cc2)o1)C(=O)Nc1ccc(N2CCOCC2)cc1 (configuration not stated)	30%	-3%	-6%	9%	-30%	-12%	i	-4%	-0.3%
O=C(CSc1nnc(CNc2ccc(F)cc2)o1)N1c2ccccc2Sc2ccccc21	-10%	10%	-19%	3%	u	-21%	i	8%	0.6%
CCCn1c(=O)c2ccccc2n2c(SCc3c(C(=O)OCC)oc4ccccc34)nnc12	2%	13%	0%[1.84 µM]	-11%	u	0%	i	-3%	-0.1%
CC1(C)Cc2c(sc3nc(SCC(=O)NCc4ccccc4)n(-c4ccccc4)c(=O)c23)CS1	4%	u	-4%	-13%	-12%	-8%	i	1%	-0.6%
O=C(O)c1ccccc1C(=O)OC1CCCC2CCCC21 (configuration not stated)	-8%	-3%	-2%	0%	7%	3%	i	10%	-0.5%
Cc1ccc2oc(=O)n(Cc3ccc(OC(C)C)cc3)c2c1	-22%	22%	14%	-28%	1%	1%	i	u	-0.1%
CCN(CC)C(=O)c1csc(COCCO)n1	16%	x	x	-1%	x	-2%	i	17%	-0.3%[9.22 µM]
